RORgamma inh: ROR gamma (mouse) transcription inhibition | P51450 | Drosophila S2 Gal4-RORgamma UAS-luciferase reporter, 20 h | Potency, µM (titrated, usually from 53.6 µM), inactives show at the top dose activity change, negative = inhibition, hits mostly inhibitors | 310,000 compounds, 5.4% hits | AID 2551; further: potency means the concentration at half of the fitted maximal effect; on the % scale 0 is the no-effect control and ±100 the full control effect; nearly all actives have a fitted effect of over 60% in size
Target sequence (P51450 whole entry, looked up, the tested form may be a part): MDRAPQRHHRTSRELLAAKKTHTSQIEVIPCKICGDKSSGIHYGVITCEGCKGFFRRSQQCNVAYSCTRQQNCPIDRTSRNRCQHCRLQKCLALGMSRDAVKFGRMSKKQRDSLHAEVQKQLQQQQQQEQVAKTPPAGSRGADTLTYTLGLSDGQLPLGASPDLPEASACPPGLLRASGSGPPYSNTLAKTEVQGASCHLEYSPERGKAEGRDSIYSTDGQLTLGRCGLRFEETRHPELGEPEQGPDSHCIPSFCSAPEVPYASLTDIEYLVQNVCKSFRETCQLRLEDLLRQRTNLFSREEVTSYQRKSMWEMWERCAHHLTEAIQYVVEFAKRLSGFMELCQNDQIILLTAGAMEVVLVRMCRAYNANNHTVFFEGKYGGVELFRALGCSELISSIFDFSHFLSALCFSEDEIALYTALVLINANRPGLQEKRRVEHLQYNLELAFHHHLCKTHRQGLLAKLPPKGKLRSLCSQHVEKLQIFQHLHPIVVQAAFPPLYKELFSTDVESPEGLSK
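A Gal4/UAS one-hybrid system in insect cells: metallothionein-promoter Gal4–ROR gamma fusion plus Photinus luciferase reporter. Copper sulfate 700 uM final, 20 hr ambient incubation, luminescent detection after 10 min with reagent.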
ELG1 DNA repair: blocks ELG1-dependent DNA repair in HEK293T cells; HEK293T ELG1-luciferase reporter, luminescence, 16 h; DNA damage induced by 5-fluorouridine; 330,000 compounds, 2.3% hits; Potency, µM (series often up to 46.1 µM), for the others: at the top dose activity change, negative = inhibition, most hits filed as inhibitors; further: potency means the concentration at half of the fitted maximal effect; on the % scale 0 is the no-effect control and ±100 the full control effect; nearly all actives have a fitted effect of over 55% in size
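Overnight (16 hr) co-exposure of 2,000 cells/well to 5-fluorouridine and compound at 37 °C preceded detection. Luciferase was quantified via ONE-Glo luminescence; loss of signal denotes inhibition.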
NPC1 promoter act: NPC1 promoter activation. Huh7 NPC1 promoter luciferase reporter, 24 h. Potency, µM (titrated, usually from 9.22 µM), inactives show at the top dose activation, most hits filed as activators. 320,000 compounds, 2.4% hits;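 further: potency means the concentration at half of the fitted maximal effect; % of control where 0% means no effect; nearly all actives have a fitted effect of over 60% in size; reporter is driven by a mutant NPC1 promoter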
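Compounds in DMSO were transferred onto Huh7 NPC1-luciferase reporter cells pre-incubated 2 h; after 24 h at 37 °C, Amplite reagent was dispensed and luminescence recorded 10 min later.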
Menin MLL FP TR: displaces Texas Red mutant MLL peptide from human menin | O00255 | Menin + Texas Red MLL mutant peptide, fluorescence polarization | Potency, µM (doses to about 61.6 µM), for the others: at the highest dose FP activity change, negative = inhibition, most hits filed as inhibitors | 270,000 compounds, 0.23% hits | AID 1768; active means well fitted inhibition curve with a large enough effect in the polarisation, with a control signal flat, not every such curve was filed as active; inconclusive means small, poorly fitted or top-dose-only effect, or effect the other way, or a change in a side signal; inactive means no such curve, though single readings can be large or run the other way; the % refers to the polarisation; further: potency means the concentration at half of the fitted maximal effect; % of control where 0% means no effect; many of its hits are not listed in these tables
MBNL1 CUG block: MBNL1-poly(CUG) RNA binding inhibition. Q9NR56. TR-FRET MBNL1-His/biotin-(CUG)12 binding, 665/545 ratio. Potency, µM (doses to about 57.5 µM), inactives show top-dose activity change, negative = inhibition, hits mostly inhibitors. 280,000 compounds, 0.036% hits; active means well fitted inhibition curve with a large enough effect in the signal ratio, with a control signal flat, not every such curve was filed as active; inconclusive means small, poorly fitted or top-dose-only effect, or effect the other way, or a change in a side signal; inactive means no such curve, though single readings can be large or run the other way; the % refers to the signal ratio; further: potency means the concentration at half of the fitted maximal effect; on the % scale 0 is the no-effect control and ±100 the full control effect
Target sequence (Q9NR56 whole entry, looked up): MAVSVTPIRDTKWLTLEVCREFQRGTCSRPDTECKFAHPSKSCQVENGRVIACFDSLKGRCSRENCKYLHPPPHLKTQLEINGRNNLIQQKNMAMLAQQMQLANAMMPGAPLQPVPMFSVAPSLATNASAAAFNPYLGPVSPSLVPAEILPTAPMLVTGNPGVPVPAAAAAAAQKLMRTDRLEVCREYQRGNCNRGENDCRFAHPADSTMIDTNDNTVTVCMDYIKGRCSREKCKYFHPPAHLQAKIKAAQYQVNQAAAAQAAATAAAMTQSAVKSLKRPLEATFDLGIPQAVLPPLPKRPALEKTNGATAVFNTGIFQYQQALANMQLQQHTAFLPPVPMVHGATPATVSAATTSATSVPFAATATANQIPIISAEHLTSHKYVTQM
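Compounds (final 92 nM to 58 uM) are added to His-tagged MBNL1 and biotin-(CUG)12, then terbium anti-His antibody and streptavidin-XL665 (5 nM final). After 60 min at room temperature, the 665/545 nm ratio is read.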
Mito fusion yeast: blocks mitochondrial division or promotes mitochondrial fusion; S. cerevisiae fusion-defective mutant growth rescue, CellTiterGlo 48 h; Potency, µM (titrated, usually from 46.1 µM), for inactives: at the top dose growth rescue (activation), actives largely listed as activators; 320,000 compounds, 0.23% hits; AID 485298;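 further: potency means the concentration at half of the fitted maximal effect; % of control where 0% means no effect; nearly all actives have a fitted effect of over 45% in size; temperature-sensitive fusion mutants such as fzo1-1 at 37 °C on non-fermentable ethanol glycerol medium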
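S. cerevisiae fusion-defective temperature-sensitive mutants (e.g. fzo1-1, mgm1-5) grown 48 h at 37C in YPEG (ethanol/glycerol non-fermentable) medium with 23 nl compound per well; growth rescue read as CellTiterGlo luminescence.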
PKM2 activator: activators of human pyruvate kinase M2. purified PKM2, Kinase-Glo ATP luminescence, activation; response scale: 0% is enzyme alone, no compound. Potency, µM (titrated, usually from 57.5 µM), without a hit: at the top dose activation, most hits filed as activators. 260,000 compounds, 0.34% hits. AID 1631; further: potency means the concentration at half of the fitted maximal effect; on the % scale 0 is the no-effect control and ±100 the full control effect; nearly all actives have a fitted effect of over 55% in size
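Purified hPK-M2 (>95% pure) converted ADP (0.1 mM final) to ATP with 0.5 mM PEP in 50 mM imidazole pH7.2, KCl, MgCl2, Tween 20, BSA; 1 h at room temperature. ATP detected by Kinase-Glo luminescence.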
VP16 counter: inhibits Gal4-VP16 luciferase reporter, ROR gamma counter-screen; Drosophila S2 Gal4-VP16 UAS-luciferase, luminescence, 20 h; 310,000 compounds, 3.5% hits; Potency, µM (highest dose often 53.6 µM), inactives show top-dose activity, negative = inhibition, most hits filed as inhibitors;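 further: Gal4-VP16 expression switched on by copper sulfate through the metallothionein promoter; potency means the concentration at half of the fitted maximal effect; on the % scale 0 is the no-effect control and ±100 the full control effect; nearly all actives have a fitted effect of over 50% in size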
KCNH2 3.1 block: inhibitors of human KCNH2 3.1 potassium channel isoform; U2OS KCNH2 3.1, thallium flux FluxOr; hits give low values; activity change, % (tested at about 1.8 µM); 340,000 compounds, 0.95% hits;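 active means maximum activity change below -70%; inconclusive means maximum activity change from -70% to -50%; inactive means maximum activity change above -50%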;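 further: thallium influx rate constant from kinetic fluorescence after stimulation buffer; on the % scale 0 is the no-effect control and ±100 the full control effect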
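U2OS cells transduced with KCNH2 3.1 mutant virus (1.77 x 10^8 /mL, 4 h), plated overnight at 37 C, loaded 45 min with FluxOr dye plus Red40 quencher. Thallium flux rate constant from kinetic reads after stimulation buffer, normalised to controls.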
FLuc modulator: firefly luciferase modulation, counter-screen for miR-21 project; 360,000 compounds, 6.9% hits; purified FLuc, Km substrates, luminescence inhibition; Potency, µM (series often up to 57.5 µM), for inactives: top-dose activity change, negative = inhibition, actives largely listed as inhibitors; P08659; AID 588342;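 further: potency means the concentration at half of the fitted maximal effect; plate controls were vehicle for no effect and reference inhibitor for full effect; nearly all actives have a fitted effect of over 55% in size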
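Purified P. pyralis luciferase, 10 nM final, with Km-level 10 uM D-luciferin and 10 uM ATP in 50 mM Tris acetate pH 7.5, 10 mM Mg acetate, 0.01% Tween-20, 0.05% BSA; 6-point qHTS titration about 60 µM downward; luminescence read.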
Rab9 prom act: Rab9 promoter activation | Huh7 Rab9 promoter-luciferase reporter, luminescence, 24 h | Potency, µM (highest dose often 9.22 µM), inactives show at the highest dose activation, negative = inhibition, usual class: activators | 320,000 compounds, 2.8% hits; further: potency means the concentration at half of the fitted maximal effect; % of control where 0% means no effect; nearly all actives have a fitted effect of over 60% in size
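Luminescence from Amplite-detected luciferase (10 minutes, ambient) reports Rab9 promoter activation. Before that, stable Rab9-luciferase Huh7 cells (1500/well, reduced-serum OP-MEM I plus 10% FBS) were exposed to compound for 24 hours at 37C.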
An asterisk follows results filed as active; u = inconclusive; x = no result given; [ ] = dose if it differs, or a comment. Unless noted, the call rests on the fitted dose curve; in most records, active means well fitted curve in the direction sought with a large enough effect; inconclusive means small, poorly fitted or top-dose-only effect, or another doubt; inactive means no such curve, though single readings can be large; an effect the other way counts as inactive or inconclusive. These rows are one share of the data; the hit share may differ from the screen's.

SMILES	RORgamma inh	ELG1 DNA repair	NPC1 promoter act	Menin MLL FP TR	MBNL1 CUG block	Mito fusion yeast	PKM2 activator	VP16 counter	KCNH2 3.1 block	FLuc modulator	Rab9 prom act
CCc1cc(C(=O)N2CCCC(C(=O)c3ccc(OC)c(F)c3)C2)n(C)n1 (stereo not given)	-44%	-20%	-2%	-18%	6%	2%	x	-2%	17	4%	-3%
COC(=O)c1c(NC(=O)Cc2ccccc2)sc(C)c1C	15%	1%	2%	1%	4%	6%	-7%	15%	1	-1%	0%
CCN1C(=O)C(=O)N(CC(=O)Nc2ccccc2OC(F)F)C1=O	x	14%	1%	x	x	-3%	x	x	1	4%	-1%
CCN(CC)S(=O)(=O)c1cccc(NC(=O)COC(=O)CCc2nc3ccccc3s2)c1	-4%	-16%	0%	u	-5%	-2%	2%	7%	-13	-18%	0%
COc1ccc(C(=O)c2ccccc2)c(OCC(=O)N(C)C)c1	-9%	2%	0%	1%	-8%	2%	0%	-15%	-14	-1%	-1%
CCCCCCP(=O)(O)c1ccccc1	-4%	3%	7%	9%	4%	-5%	-1%	0%	-8	-1%	0%
Cc1cc(C)c(C(=O)COc2cccnc2[N+](=O)[O-])cc1C	u	u	0%	-1%	20%	-2%	-2%	u	-1	-1%	2%
c1ccc(CN2CCOCCOCCOCCOCCOCCOCC2)cc1	-19%	-7%	-2%	-2%	-9%	8%	-3%	1%	24	-1%	-4%
NC(=O)C1CCN(C(=O)C(=O)c2cn(CC(=O)N3CCCCCC3)c3ccccc23)CC1	-2%	4%	-8%	-15%	-4%	1%	0%	-1%	16	5%	0%
Cc1ccccc1OCCC(=O)OCC(=O)NC(=O)c1ccccc1	x	0%	2%	x	x	-2%	x	x	9	1%	0%
CC(C)OC(=O)c1cccnc1SCc1cc(=O)n2ccccc2n1	12%	u	20%	-21%	9%	2%	1%	-3%	8	-2%	5%
O=C(c1cccc([N+](=O)[O-])c1)N1CCN(C(=O)c2ccco2)CC1	-1%	3%	-2%	0%	28%	1%	-14%	9%	14	-1%	0%
Cc1cc(Cl)ccc1OCCCC(=O)NCCN1C(=O)S/C(=C\c2cccnc2)C1=O	13%	u	20%	-5%	31%[activator]	8%	0%	-33%	-3	u	26%
O=C(NCCOc1ccc(Cl)cc1)C1CC(=O)N(c2ccc(F)cc2)C1 (stereo not given)	-42%	-13%	-2%	16%	2%	2%	-3%	-1%	-1	-2%	-1%
COc1cccc(/C=C2\SC(=N)N(c3ccc(F)cc3)C2=O)c1	-20%	-20%	-2%	-13%	-2%	-6%	-1%	2%	-17	3%	-2%
Cn1cccc1C(=O)Nc1nccs1	-14%	u	-3%	4%	-4%	-2%	-20%	4%	-2	u	20%
Cn1c(CN2CCCC2)nc2cc(NC(=O)c3cccs3)ccc21	18%	u	15%	-15%	-8%[11.5 µM]	x	-5%	-13%	10	u	25%
Cc1ccc(CC(=O)Nc2nc3ccccc3[nH]2)cc1C	3.2µM*	-1%	6%	-6%	-11%	-7%	-10%	-27%	0	0%	4%
CCOC(=O)c1cn(CC)c2ccc(Br)cc2c1=O	-1%	-11%	-2%	5%	7%	4%	-13%	1%	-7	3%	-5%
CC(/C=N/N1C(=O)CSC1=S)=C\c1ccccc1	11µM*	12%	-2%	u	11%	17%	0%	5%	9	u	-2%
Cc1cc(=O)oc2cc(OCC(=O)OCC(=O)NCc3ccc4c(c3)OCO4)ccc12	-8%	8%	0%	-1%	-2%	1%	-7%	-17%	0	-2%	-5%
c1ccc(CN2CCN(c3ncnc4nc[nH]c34)CC2)cc1	9%	-17%	0%	1%	-2%	-2%	1%	-15%	-8	0%	-1%
CN(c1ccc(OCC(=O)NC2=NCCS2)cc1)S(=O)(=O)c1ccc(F)cc1	13%	-8%	13%	x	7%	2%	7%	-21%	10	u	0%
CCn1c2ccccc2c2cc(NC(=O)CNCc3ccccc3OC)ccc21	-44%	u	-25%	-15%	-2%	-26%	x	-20%	-1	4%	-17%
O=C(Nc1ccc(CN2CCCCC2)cc1)Nc1ccccc1Cl	-10%	u	22%	-19%	-8%	-1%	7%	5%	-33	17µM*	28%
CC(=O)C1=C(C)Nc2cc(C(F)(F)F)ccc2S1	-5%	5%	4%	-6%	1%	5%	-5%	-3%	-5	u	9%
O=C(C=C=Nc1ccccc1)C(=O)N=C=Cc1ccccc1	4µM*	4%	-13%	x	-11%	-4%	2%	7.1µM*	5	4.8µM*	-36%[inhibitor]
COc1ccc(NC(=O)CSCc2cc(=O)n3nc(C4CC4)sc3n2)cc1	-28%	u	1%	x	-2%	-1%	x	7%	1	2%	0%
O=S(=O)(c1ccc(F)cc1)N1CCN(C(=S)NC2CCCC2)CC1	3%	19%	-1%	3%	-20%	-9%	u	-7%	5	4%	0%
COc1ccc(N2CCN(C(=O)c3c(C)nn(-c4ccccc4)c3C)CC2)cc1	42%	u	-1%	-1%	10%	-8%	4%	0%	0	6%	-4%
COc1ccc(CSCC(=O)N/N=C/c2ccc(OCC(=O)N3CCCCC3)cc2)cc1	4%	-8%	-5%	-14%	2%	0%	-4%	-10%	28	-12%	3%
CCOc1ccc(N(C(=O)C2CCCO2)C2C=CS(=O)(=O)C2)cc1 (stereo not given)	-13%	-18%	-3%	-1%	-3%	-8%	1%	-5%	-10	-3%	-3%
CCCCOc1ccc(C(=O)NCCc2cccs2)cc1	17%	u	4µM*	3%	x	5%	-3%	3%	x	7.6µM*	1.8µM*
CS(=O)(=O)n1nc(OC(=O)c2cccs2)cc1N	-34%	21%	3%	31%[activator]	1%	-3%	0%	0%	2	-17%	1%
O=C(CN(Cc1ccco1)C(=O)CNS(=O)(=O)c1ccccc1)NCc1ccc(F)cc1	u	0%	16%	1%	3%	0%	7%	9%	-24	6%	20%
COc1cc(NS(=O)(=O)c2ccc3ccccc3c2)c2ncccc2c1	0.18µM*	9%	-11%	u	8%	4%	4%	0.56µM*	-5	-1%	-2%
COC(=O)c1scc2c(Oc3ccccc3)cc(C(F)(F)F)nc12	u	16%	0%	x	16%	-10%	0%	11%	15	3%	7%
O=C(Nc1c2c(nn1-c1ccccc1)CS(=O)(=O)C2)c1ccco1	-3%	-10%	1%	x	-4%	0%	-1%	5%	-4	1%	2%
Cc1ccc(C(=O)Nc2ccc3nc(C)sc3c2)s1	u	u	2.2µM*	x	-1%	0%	-10%	16%	-8	6.7µM*	1.8µM*
COc1ccc(NC(=O)Nc2ccc3oc(C)nc3c2)cc1	-19%	u	30%	-1%	-8%	9%	0%	4%	2	12µM*	u
OCCn1c(-c2ccccc2)csc1=Nc1ccccc1	u	u	13%	-10%	6%[11.5 µM]	11µM*	-1%	0%	0	u	13%
COc1ccc(CNC(=O)CC2C(=O)NCCN2C2Cc3ccccc3C2)cc1 (stereo not given)	9%	9%	-6%	x	1%	3%	3%	1%	x	6%	8%
Cc1ccc2c(nc3s/c(=C/c4cccs4)c(=O)n32)c1C	u	u	29%	29%	14%	-4%	-13%	-19%	2	1.9µM*	3.5µM*
CC(C)(C)C(=O)Nc1ccccc1C(=O)NCCC(=O)Nc1ccccc1	x	-3%	-2%	x	x	-5%	x	x	11	0%	0%
c1cc(OCCCN2CCCCC2)ccc1CN1CCCCC1	7%	2%	-2%	-18%	-6%	-2%	x	1%	3	0%	-2%
CCNS(=O)(=O)c1ccc(NC(=O)c2ccc(Cn3cc(Br)cn3)o2)cc1	u	u	-1%	5%	-1%[11.5 µM]	-14%	5µM*	-9%	-1	0%	-3%
Cc1[nH]c(=O)[nH]c(=O)c1S(=O)(=O)N1CCN(c2ccccc2F)CC1	24%	4%	-5%	4%	-5%	-7%	-3%	-10%	16	-1%	-6%
CC1CCN(C(=O)CSc2nnc(CN3CCOCC3)n2-c2ccccc2)CC1	-8%	11%	6%	-20%	-6%	8%	-18%	-6%	-6	-1%	0%
O=S(=O)(c1ccccc1)N1CCN(c2cc(-c3ccccc3)nc3ncnn23)CC1	u	u	-5%	2%	u	-2%	1%	5.6µM*	-13	2%	-10%
CCSC1=C(C#N)C2(CCCC2)C(C#N)=C(N)N1	-12%	u	9%	10%	-10%	21%	14%	18%	3	u	4%

Screening data (PubChem)
